Screening results (PubChem BioAssay)
FBA Mtb inh: inhibitors of M. tuberculosis fructose-bisphosphate aldolase | P9WQA3 | purified M. tuberculosis FBA, fluorescence read-out | inhibition, % at 1 µM | 360,000 tested, 2.3% active | AID 588726; in the data active = inhibition above about 27%;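 note: 0% = vehicle and 100% = reference inhibitor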
Target sequence (P9WQA3 whole entry, looked up): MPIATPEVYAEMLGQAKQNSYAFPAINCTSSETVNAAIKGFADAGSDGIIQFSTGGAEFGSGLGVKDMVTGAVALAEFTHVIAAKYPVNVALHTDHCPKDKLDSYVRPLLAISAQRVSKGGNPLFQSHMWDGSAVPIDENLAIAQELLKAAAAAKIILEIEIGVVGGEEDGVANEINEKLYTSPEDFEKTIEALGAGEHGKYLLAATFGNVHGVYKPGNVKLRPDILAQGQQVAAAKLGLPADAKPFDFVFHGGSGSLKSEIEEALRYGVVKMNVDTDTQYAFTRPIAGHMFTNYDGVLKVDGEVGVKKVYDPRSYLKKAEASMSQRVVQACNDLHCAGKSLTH
CCHFV vOTU inh: blocks the CCHF virus ovarian tumor domain protease. CCHFV vOTU protease, Pep-AMC fluorescence. inhibition, % at 11.5 µM. 370,000 tested, 0.55% active; note: 0% = vehicle wells with enzyme and 100% = no enzyme wells
UGM FP inh: Mtb UDP-galactopyranose mutase inhibition; purified UGM, fluorescence polarization probe displacement; inhibition, % at 10 µM; 320,000 tested, 0.06% active; AID 504406; in the data active = inhibition above about 10%, passing the limit was not always enough; inconclusive = no clear call, values can overlap the other calls
Target sequence (P9WIQ1 whole entry, looked up): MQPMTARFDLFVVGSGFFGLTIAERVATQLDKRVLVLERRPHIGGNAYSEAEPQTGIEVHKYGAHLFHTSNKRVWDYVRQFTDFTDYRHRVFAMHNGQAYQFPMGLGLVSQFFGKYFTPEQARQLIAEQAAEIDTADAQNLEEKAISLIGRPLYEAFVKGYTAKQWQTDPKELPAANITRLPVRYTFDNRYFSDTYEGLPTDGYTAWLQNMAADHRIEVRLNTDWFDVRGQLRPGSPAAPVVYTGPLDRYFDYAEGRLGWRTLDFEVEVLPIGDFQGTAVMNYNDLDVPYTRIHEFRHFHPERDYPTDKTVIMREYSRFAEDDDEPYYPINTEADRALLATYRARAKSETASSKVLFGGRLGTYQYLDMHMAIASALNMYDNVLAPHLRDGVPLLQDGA
BoNT-F LC inh: BoNT F light chain protease inhibition. Multiplex microsphere protease cleavage assay, flow cytometry. inhibition, % at 10 µM. 360,000 tested, 0.22% active; in the data active = inhibition above about 35%, passing the limit was not always enough; inconclusive = no clear call, values can overlap the other calls; note: plate controls were buffer without enzyme for full effect and enzyme alone for no effect
Rv3671c inh: inhibits the M. tuberculosis serine protease Rv3671c; AID 2606; P9WHR9; inhibition, % at 5.96 µM; 320,000 tested, 0.048% active; in the data active = inhibition above about 38%;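 note: extracellular domain of Rv3671c used as enzyme; 0% = enzyme with DMSO and 100% = no enzyme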
GDH-TPI inh: counter-screen for M. tuberculosis FBA inhibitors: GDH-TPI coupled enzymes; 360,000 tested, 1.2% active; AID 588335; GDH-TPI coupled enzyme counterscreen, NADH absorbance; inhibition, % at 4.8 µM;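 note: 0% = DMSO wells and 100% = wells lacking the enzyme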
MazEF act: increases E. coli MazEF RNase cleavage of RNA. FAM/BHQ RNA-DNA oligo cleavage fluorescence, 5 h. activation, % at 20 µM. 350,000 tested, 0.32% active; in the data active = activation above about 50%
DUSP3 inh: blocks human VHR1 dual specificity phosphatase. P51452. recombinant VHR phosphatase, pNPP absorbance. inhibition, % at 13.3 µM. 290,000 tested, 0.52% active. AID 1654; in the data active = inhibition above about 50%; note: some compounds called inactive have numbers as strong as hits
Target sequence (P51452 whole entry, looked up): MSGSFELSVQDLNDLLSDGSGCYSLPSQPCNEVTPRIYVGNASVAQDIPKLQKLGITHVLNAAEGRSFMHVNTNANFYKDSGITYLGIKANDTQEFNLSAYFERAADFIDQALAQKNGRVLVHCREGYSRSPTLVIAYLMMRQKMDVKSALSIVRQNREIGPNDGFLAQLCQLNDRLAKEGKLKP
FadD28 binding: inhibitors of Mycobacterium tuberculosis FadD28 bisubstrate binding; FadD28 bisubstrate probe binding, fluorescence polarization; inhibition, % at 12.5 µM; 360,000 tested, 0.22% active; AID 588549; in the data active = inhibition above about 8.5%, passing the limit was not always enough; inconclusive = no clear call, values can overlap the other calls
Mtb BioA inh: BioA (M. tuberculosis) enzyme inhibition; purified M. tuberculosis BioA enzyme, plate reader; inhibition, % at 9.99 µM; 360,000 tested, 0.096% active; AID 602481; in the data active = inhibition above about 40%; inconclusive = no clear call, values can overlap the other calls
Active calls of the source: *; ? = inconclusive; / = no result given. Cut-off read from the data, not from the text of the source, unless noted: active = inhibition above about 30%; inactive = the rest.

#1 O=C(CNS(=O)(=O)c1ccc(Cl)cc1)NC1CCCCC1
#2 COc1cc(OC)nc(Nc2nc(CN)cs2)n1
#3 Cc1ccc(S(=O)(=O)NCCNC(=O)c2nonc2N)cc1
#4 CC(=O)Oc1ccc(-c2cccc(C(=O)Oc3ccccc3)c2)cc1
#5 CC(=O)NCC(=O)N1CCC(n2nccc2NC(=O)CCCc2ccccc2)CC1
#6 Cc1nnc2n(c1=O)C(CS(=O)(=O)c1ccccc1)CS2 (stereo not drawn)
#7 CCOC(=O)c1c(C)[nH]c(C(=O)COC(=O)c2oc3ccc(OC)cc3c2C)c1C
#8 N#Cc1cccc(C(=O)OCC(=O)N2CCCc3ccccc32)c1

Compound	1	2	3	4	5	6	7	8
FBA Mtb inh	2	4	4	-5	2	-1	7	5
CCHFV vOTU inh	10	4	-7	6	0	-1	-4	5
UGM FP inh	-1.6	/	0.8	-1.4	-2.9	0.0	0.9	2.5
BoNT-F LC inh	/	-4	-6	2	-11	0	-1	-6
Rv3671c inh	7	/	1	-6	/	0	-2	-6
GDH-TPI inh	1	14	0	14	-5	5	-1	9
MazEF act	4	/	5	-8	-2	-2	23	2
DUSP3 inh	/	/	3	13	15	30	17	/
FadD28 binding	-2.8	-2.8	-2.2	-2.3	-2.3	-1.1	-0.2	-2.7
Mtb BioA inh	-1.1	-1.3	/	-0.8	0.6	-4.1	-0.9	0.3

#9 CCN(CC)S(=O)(=O)c1ccc(C(=O)Nc2c3c(nn2C(C)(C)C)CS(=O)(=O)C3)cc1
#10 Fc1ccc(OCc2nc3ccccc3s2)cc1
#11 COC(=O)c1ccc(Oc2nc(Nc3ccccc3)nc(N(C)C)n2)cc1
#12 O=C1CC(NNc2nc3ccccc3s2)C(=O)N1c1ccc(F)cc1 (stereo not drawn)
#13 CC(C)NC(=O)c1ccc(-c2cc(C(F)(F)F)ccc2Cl)o1
#14 Cc1ccc(Cn2nnc(C(=O)Nc3cc(C)ccc3C)c2N)cc1
#15 Cc1ccc(S(=O)(=O)N(OCc2ccccc2)C(C)C(=O)O)cc1 (stereo not drawn)
#16 CN(C(=O)CSc1ncnc2ccccc12)C1CCCCC1

Compound	9	10	11	12	13	14	15	16
FBA Mtb inh	3	4	0	-1	4	-1	4	0
CCHFV vOTU inh	-3	0	12	-11	0	0	-3	4
UGM FP inh	1.8	-1.1	0.0	-1.4	4.4	-1.9	-0.1	/
BoNT-F LC inh	0	-3	-6	2	-3	1	1	2
Rv3671c inh	2	1	-9	4	0	-3	3	/
GDH-TPI inh	7	-3	-13	-7	5	7	7	6
MazEF act	4	-1	1	-6	-7	-1	6	4
DUSP3 inh	-12	-2	4	13	-12	-1	/	/
FadD28 binding	0.4	-3.1	-4.0	-3.4	-0.1	-2.2	-0.6	-2.4
Mtb BioA inh	/	/	-3.3	/	-0.7	-0.8	4.1	0.8

Nothing new here: entries from further up.
#1 O=C(CNS(=O)(=O)c1ccc(Cl)cc1)NC1CCCCC1
#2 COc1cc(OC)nc(Nc2nc(CN)cs2)n1
#3 Cc1ccc(S(=O)(=O)NCCNC(=O)c2nonc2N)cc1
#4 CC(=O)Oc1ccc(-c2cccc(C(=O)Oc3ccccc3)c2)cc1
#5 CC(=O)NCC(=O)N1CCC(n2nccc2NC(=O)CCCc2ccccc2)CC1
#6 Cc1nnc2n(c1=O)C(CS(=O)(=O)c1ccccc1)CS2 (stereo not drawn)
#7 CCOC(=O)c1c(C)[nH]c(C(=O)COC(=O)c2oc3ccc(OC)cc3c2C)c1C
#8 N#Cc1cccc(C(=O)OCC(=O)N2CCCc3ccccc32)c1
#9 CCN(CC)S(=O)(=O)c1ccc(C(=O)Nc2c3c(nn2C(C)(C)C)CS(=O)(=O)C3)cc1
#10 Fc1ccc(OCc2nc3ccccc3s2)cc1

Compound	1	2	3	4	5	6	7	8	9	10
FBA Mtb inh	2	4	4	-5	2	-1	7	5	3	4
CCHFV vOTU inh	10	4	-7	6	0	-1	-4	5	-3	0
UGM FP inh	-1.6	/	0.8	-1.4	-2.9	0.0	0.9	2.5	1.8	-1.1
BoNT-F LC inh	/	-4	-6	2	-11	0	-1	-6	0	-3
Rv3671c inh	7	/	1	-6	/	0	-2	-6	2	1
GDH-TPI inh	1	14	0	14	-5	5	-1	9	7	-3
MazEF act	4	/	5	-8	-2	-2	23	2	4	-1
DUSP3 inh	/	/	3	13	15	30	17	/	-12	-2
FadD28 binding	-2.8	-2.8	-2.2	-2.3	-2.3	-1.1	-0.2	-2.7	0.4	-3.1
Mtb BioA inh	-1.1	-1.3	/	-0.8	0.6	-4.1	-0.9	0.3	/	/

#11 COC(=O)c1ccc(Oc2nc(Nc3ccccc3)nc(N(C)C)n2)cc1
#12 O=C1CC(NNc2nc3ccccc3s2)C(=O)N1c1ccc(F)cc1 (stereo not drawn)
#13 CC(C)NC(=O)c1ccc(-c2cc(C(F)(F)F)ccc2Cl)o1
#14 Cc1ccc(Cn2nnc(C(=O)Nc3cc(C)ccc3C)c2N)cc1

Compound	11	12	13	14
FBA Mtb inh	0	-1	4	-1
CCHFV vOTU inh	12	-11	0	0
UGM FP inh	0.0	-1.4	4.4	-1.9
BoNT-F LC inh	-6	2	-3	1
Rv3671c inh	-9	4	0	-3
GDH-TPI inh	-13	-7	5	7
MazEF act	1	-6	-7	-1
DUSP3 inh	4	13	-12	-1
FadD28 binding	-4.0	-3.4	-0.1	-2.2
Mtb BioA inh	-3.3	/	-0.7	-0.8

(continued)
#17 O=C(Nc1ccc2c(c1)OCO2)c1ccc(Br)o1
#18 COc1ccc(-c2noc(CCCC(=O)N3CCN(c4cc(C)ccc4C)CC3)n2)cc1
#19 COc1ccc(NC(=O)c2ccc(S(=O)(=O)N3CC(C)CC(C)C3)cc2)cc1S(N)(=O)=O (stereo not drawn)
#20 COc1ccc(N=C2C(=Nc3ccc(OC)cc3)N(c3ccc(OC)cc3)C(=S)N2C)cc1
#21 CCN(CC)CCNc1nc2nonc2nc1NCCN(CC)CC
#22 CC(=O)N1C(=O)C2(C(C#N)=C(N)Oc3cc(C)oc(=O)c32)c2ccccc21 (stereo not drawn)
#23 Cc1cc(=O)oc(C)c1C(=O)OCC(=O)c1ccc2ccccc2c1
#24 COc1cccc(CC(NC(C)=O)C(=O)NC2CCN(c3nc(C)cc(C)c3C#N)CC2)c1 (stereo not drawn)

Compound	17	18	19	20	21	22	23	24
FBA Mtb inh	0	-1	39*	-1	0	2	7	29*
CCHFV vOTU inh	-5	21	-18	/	-11	2	-11	-6
UGM FP inh	-1.0	/	-1.5	-1.8	-1.3	-0.1	-0.9	-0.8
BoNT-F LC inh	-14	0	-6	-21	-8	8	-11	?
Rv3671c inh	-1	/	-5	6	-3	1	-4	-6
GDH-TPI inh	0	-9	18	10	19	1	-2	-3
MazEF act	-1	3	8	6	-3	9	1	3
DUSP3 inh	8	/	/	-8	7	5	-13	22
FadD28 binding	-1.8	-3.2	-3.5	-0.2	1.2	-0.9	-1.0	-4.1
Mtb BioA inh	0.4	-1.3	-0.4	-2.9	-1.4	-1.7	5.4	-0.8

#25 COc1ccc2c(c1)c(C(=O)CN1CCOCC1)c(C)n2C
#26 COc1ccc(OC)c(C2C(C(C)=O)=C(O)C(=O)N2CCc2ccc(OC)c(OC)c2)c1 (stereo not drawn)
#27 CC(OC(=O)c1cccnc1Cl)C(=O)NC1CCCCC1 (stereo not drawn)
#28 COc1cccc(CN(C)C(=O)c2cc(COc3ccc4ncccc4c3)on2)c1
#29 NC(=O)c1ccc(NC(=O)CN2CCN(c3ccc(Cl)cc3)CC2)cc1
#30 O=C(O)C1CC=CCC1C(=O)NCCCN1CCCC1=O (stereo not drawn)
#31 C=CCn1c(N)cc(=O)nc1SCC(=O)NC(C)c1ccccc1 (stereo not drawn)
#32 CCOc1cc(/C=C2\N=C3CCCCCN3C2=O)ccc1O

Compound	25	26	27	28	29	30	31	32
FBA Mtb inh	0	1	1	7	1	-1	-1	-19
CCHFV vOTU inh	-1	10	-3	-10	-12	-16	9	12
UGM FP inh	-0.4	-1.4	/	-0.5	-2.9	2.4	-1.8	-2.0
BoNT-F LC inh	-11	?	-6	-2	24	0	-6	-7
Rv3671c inh	5	-3	/	-3	-1	0	5	3
GDH-TPI inh	-1	24	11	4	0	2	2	13
MazEF act	-14	-2	2	-2	6	-1	0	-136
DUSP3 inh	-19	9	/	22	6	21	-5	-18
FadD28 binding	-1.7	-3.7	-0.9	-2.0	0.1	0.7	-0.5	-0.7
Mtb BioA inh	1.4	-0.4	-1.1	/	/	-1.3	-5.0	/

#33 COC(=O)CSc1nnc2n(-c3ccc(OC)cc3)c(=O)c3c4c(sc3n12)CCCCC4
#34 CCOCCc1nnc(NC(=O)CCS(=O)(=O)c2ccccc2)s1
#35 COc1ccc(N2CCN(C(=O)CN3C(=O)NC4(CCCc5ccccc54)C3=O)CC2)cc1 (stereo not drawn)
#36 Nc1nc(Nc2ccccc2)nc(NC2CCCCC2)c1[N+](=O)[O-]
#37 c1ccc2[nH]c(CCCc3nc4ccccc4[nH]3)nc2c1
#38 CCOc1ncccc1C(=O)Nc1ccc2c(c1)OCCCO2
#39 COc1cccc2c1C(CCCC(=O)O)CCC2 (stereo not drawn)
#40 CC(Cl)c1cc(-c2ncc(C(F)(F)F)cc2Cl)no1 (stereo not drawn)
#41 CCOc1ccccc1NC(=O)CCNC(=O)c1ccco1
#42 Cn1cc(Br)c(C(=O)NC(=S)N2CCN(c3ccccn3)CC2)n1
#43 COc1cc(C(=O)OCC(=O)NC(C)CCc2ccccc2)cc(OC)c1OC (stereo not drawn)

Compound	33	34	35	36	37	38	39	40	41	42	43
FBA Mtb inh	3	-1	4	0	-1	6	0	2	1	0	4
CCHFV vOTU inh	-3	7	-2	2	-6	-1	0	1	-2	3	8
UGM FP inh	1.7	1.5	0.4	0.4	2.3	/	/	0.2	-1.0	2.9	1.3
BoNT-F LC inh	-4	1	-5	16	5	2	-8	-7	4	-5	12
Rv3671c inh	2	8	8	-48	-4	/	/	-2	6	-5	-15
GDH-TPI inh	-6	-4	1	9	2	6	2	7	-8	9	-7
MazEF act	-2	-2	3	-9	-22	-4	1	-3	5	-6	1
DUSP3 inh	-7	31	/	/	-3	/	/	19	3	-11	2
FadD28 binding	-0.5	-0.2	-1.3	0.5	-0.7	-1.9	-1.0	-2.5	-3.9	-1.0	-4.1
Mtb BioA inh	0.5	3.2	/	-1.7	0.8	1.7	-0.1	/	-3.9	/	3.3
